TRPN1 ag – activates the zebrafish TRPN1 channel | HEK293 zebrafish TRPN1-YFP, Fluo-8 calcium fluorescence; 100% = response to 87 µM carbachol | activation, % at 3 µM | hit rate 0.18% among 220,000 | AID 1424;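 active = activation above its plate's cutoff, the mean activation of test wells on that plate plus 3 SD, cut at about 19% in these data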;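 note: 0% = DMSO alone and 100% = 87 µM carbachol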
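Assay system: Zebrafish TRPN1-YFP in HEK293 cells | Incubation: Dye loading 1 h at 37 °C, then 30 min room temperature | Measured by: Kinetic Fluo-8 fluorescence, ex 470-495, em 515-575 nm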
TRPML3 ag – agonists of human TRPML3 channel; Q8TDD5; HEK293 TRPML3-YFP, Fluo-8 calcium fluorescence; 100% = the carbachol control signal; activation, % at 3 µM; hit rate 0.29% among 220,000; AID 1448;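 active = activation above its plate's cutoff, the mean activation of the plate's test wells plus 3 SD, cut at about 12% in these data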;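 note: 0% = DMSO only wells and 100% = carbachol wells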
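Test system – HEK293 line with stable expression of human TRPML3-YFP channel · Control set – carbachol 87 µM final as high control (100%), DMSO as low control (0%) · Signal – Fluo-8 calcium dye fluorescence, ex 470-495, em 515-575 nm · Incubation – 1-h 37 °C dye load, 5-s basal, 120-s post-compound reads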
Furin inh – human furin inhibition; inhibition, % at 30 µM; AID 463115; hit rate 0.061% among 220,000; purified furin, fluorogenic substrate cleavage; P09958; in the data active = inhibition above about 25%; note: inactives centre near -15
Target sequence (P09958 108-714 limits assumed): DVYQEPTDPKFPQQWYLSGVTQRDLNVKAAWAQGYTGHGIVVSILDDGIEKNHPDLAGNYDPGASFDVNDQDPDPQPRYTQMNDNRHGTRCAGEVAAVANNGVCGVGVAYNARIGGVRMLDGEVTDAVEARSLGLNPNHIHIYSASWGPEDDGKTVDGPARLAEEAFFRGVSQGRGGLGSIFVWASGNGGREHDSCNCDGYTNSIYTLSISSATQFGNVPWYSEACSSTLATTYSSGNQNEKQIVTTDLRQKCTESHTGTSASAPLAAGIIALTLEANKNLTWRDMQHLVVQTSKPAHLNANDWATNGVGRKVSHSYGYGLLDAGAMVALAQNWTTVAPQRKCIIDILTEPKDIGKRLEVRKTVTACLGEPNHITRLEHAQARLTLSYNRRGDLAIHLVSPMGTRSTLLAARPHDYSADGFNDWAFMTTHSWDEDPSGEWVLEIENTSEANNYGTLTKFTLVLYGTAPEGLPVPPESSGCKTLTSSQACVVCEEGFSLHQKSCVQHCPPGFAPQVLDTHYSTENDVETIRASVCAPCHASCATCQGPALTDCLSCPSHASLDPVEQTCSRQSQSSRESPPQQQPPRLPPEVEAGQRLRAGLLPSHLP
PPC-1+TRAIL kill – kills PPC-1 cancer cells in the presence of TRAIL; PPC-1 cells + TRAIL, ATPLite viability luminescence; cell killing (% activity), % at 4 µM; hit rate 0.41% among 220,000;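 active = cell killing above 50% in the first pass at 4 µM, then a duplicate retest at 5 µM averaging 50% or more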;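 note: plate controls were cells with TRAIL plus DMSO for no effect and medium-only wells lacking cells for full effect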
Cl transport mod – KCC2 (human) Cl- transport modulation. hit rate 2.2% among 190,000. KCC2 cells, thallium flux FluoZin-2 fluorescence. B-score of Tl+ flux slope (higher = more flux/activation; lower = inhibition) at 10 µM. AID 1456. Q9H2X9;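 active = thallium flux slope and its plate-corrected score both differing from the plate sample mean at a set confidence after two filtering rounds, in either direction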;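 note: slope of fluorescence scaled to starting intensity during 10 to 20 s after thallium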
m-calpain inh – inhibitors of pig calpain II. purified calpain II, fluorogenic peptide substrate, 30 min. inhibition, % at 16 µM. hit rate 0.37% among 220,000;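 active = inhibition above about 50%, limit read from the data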
EBV gp42 inh – blocks Epstein-Barr virus glycoprotein 42 binding; Q1HVG2; Fluorescence polarization binding assay, mP read-out; inhibition, % (tested at 21.74 µM); hit rate 0.42% among 220,000; in the data active = inhibition above about 50%
Target sequence (Q1HVG2 whole entry, looked up): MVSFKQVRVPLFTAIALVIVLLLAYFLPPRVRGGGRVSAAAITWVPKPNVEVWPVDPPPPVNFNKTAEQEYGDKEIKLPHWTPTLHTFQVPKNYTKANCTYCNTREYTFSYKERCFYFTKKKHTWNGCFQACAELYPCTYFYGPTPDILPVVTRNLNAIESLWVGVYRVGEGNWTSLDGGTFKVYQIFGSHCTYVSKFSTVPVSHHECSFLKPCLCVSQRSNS
TbHK1 inh – T. brucei hexokinase 1 inhibition | hit rate 0.11% among 220,000 | inhibition, % at 10 µM | recombinant TbHK1, G6PDH-coupled NADH A340;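 active = inhibition of 50% or more in the single-dose primary screen; inactive = inhibition below 50%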
thrombin 1536 – inhibitors of human thrombin. alpha-thrombin, Boc-VPR-AMC fluorogenic substrate cleavage. inhibition, % at 5 µM. hit rate 0.26% among 220,000. AID 1046;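 active = inhibition at or above 40%; inactive = inhibition below 40%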;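 note: 0% = enzyme with no compound and 100% = wells without enzyme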
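Test system: human alpha-thrombin; medium: pH 7.5 Tris-saline with Tween 20; times: reaction at room temperature; signal: AMC fluorescence at 355 nm excitation and 460 nm emission; also added: Boc-VPR-AMC substrate, 15 µM final; dosing: one concentration per compound, 5 µM, with 0.2% DMSO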
The depositor's hits bear a star; . = no result given; & = joins results of further samples; [ ] = dose if it differs, or a comment.

nr	canonical_smiles	TRPN1 ag	TRPML3 ag	Furin inh	PPC-1+TRAIL kill	Cl transport mod
1	C[C@@]12CCC=C[C@H]1[C@H](c1ccc(/C=C/c3ccccc3)cc1F)N(Cc1ccccc1)C2=O	.	.	-3	10	2.3
2	Cn1c(=O)c2c(nc(N3CCOCC3)n2C)n(C)c1=O	1.3	1.1	-23	2	.
3	Cn1ccc(C(=O)Nc2ccc(Br)cc2Br)n1	-1.4	0.6	-21	8	0.26
4	COc1cc(/C=N/O)c(Br)cc1OCC(=O)Nc1ccccc1C	0.4	0.0	-17	29	0.47
5	COc1ccccc1-c1nc(NC(C)=O)n[nH]1	1.6	0.8	-13	-4	.
6	O=C(c1ccccc1)c1ccccc1C(=O)N1CCN(C(=O)c2ccccc2)CC1	1.0	0.8	-20	4	0.23
7	COc1ccc2c(C)cc(SCc3c(C)noc3C)nc2c1	-1.2	-1.4	-13[20 µM]	12	-1.2
8	CC1(CCc2ccccc2)NC(=S)N(c2ccccc2)N1 (centres undefined)	0.5	0.4	-9	31	0.0062
9	COc1ccc(NC(=O)CCC(=O)OCC(=O)c2ccc(Oc3ccc([N+](=O)[O-])cc3)cc2)cc1	-0.8	1.4	-10	7	0.6
10	O=C(Nc1ccc(Cl)cc1)c1csc(Cc2ccccc2)n1	2.5	1.9	-8	-2	-0.93

nr	m-calpain inh	EBV gp42 inh	TbHK1 inh	thrombin 1536
1	-30	-10	-30	-1
2	-17	0	5	-3
3	-7	-21	-3	-1
4	8	-5	2	-4
5	11	0	-2	-4
6	-16	-6	-3	1
7	6	-18	-14	-2
8	-13	-4	31	-4
9	2	-5	-4	-8
10	21	3	5	-5

Carrying on:
nr	canonical_smiles	TRPN1 ag	TRPML3 ag	Furin inh	PPC-1+TRAIL kill	Cl transport mod
11	CCC(C)Oc1cccc(OCCCCN2C(=O)NC(C)(C)C2=O)c1 (centres undefined)	0.2	0.0	-17[20 µM]	-16	.
12	COc1cccc(NC2SC(=O)N(c3ccccc3)C2=O)c1 (centres undefined)	-1.0	-0.3	4	15	1.9
13	COC(=O)C1=C(C)Nc2nc(SCc3ccccc3)[nH]c(=O)c2C1c1cccs1 (centres undefined)	-1.4	-0.3	-14	5	0.67
14	CC1CCC(C(C)C)C(OC(=O)Cn2c(-c3ccc(Br)cc3)[n+](C)c3ccccc32)C1 (centres undefined)	-1.8&-2.2	-2.2&-0.3	-23&-20	50&34	-0.27&0.98
15	CC1(C)COC(c2cc([N+](=O)[O-])ccc2Cl)=N1	-0.8	0.3	-13[20 µM]	10	0.018
16	O=C(COC(=O)CCCN1C(=O)c2ccccc2C1=O)Nc1cc(Cl)cc(Cl)c1	-0.8	-0.7	-8	4	1.3
17	CC(=O)Oc1ccc(C)cc1N1C(=O)c2ccc(C(=O)O)cc2C1=O	0.3	-0.3	-16	7	.
18	C#CCN1C(=O)C(O)(CC(=O)c2ccc3c(c2)OCCO3)c2ccccc21 (centres undefined)	1.3	0.2	-21	0	.
19	CCC(C)N1CCN(S(=O)(=O)c2ccc(NC(C)=O)cc2)CC1 (centres undefined)	0.0	0.8	-18	8	.
20	O=C(COC(=O)C12CC3CC(CC(C3)C1)C2)Nc1ncc(Cl)cc1Cl	1.3	1.0	-8[20 µM]	25	0.69

nr	m-calpain inh	EBV gp42 inh	TbHK1 inh	thrombin 1536
11	-2	-12	-4	0
12	3	4	5	-2
13	0	2	2	-3
14	-29&24	-7&7	29&23	4
15	-6	-7	-11	2
16	6	22	-1	-7
17	-11	-7	0	-5
18	-3	2	-7	5
19	24	1	3	-9
20	17	-8	4	-5

The results go on.
nr	canonical_smiles	TRPN1 ag	TRPML3 ag	Furin inh	PPC-1+TRAIL kill	Cl transport mod
21	CC(=O)c1ccc(Sc2ccccc2N)c([N+](=O)[O-])c1	0.9	-0.1	-13	9	0.13
22	Cc1ccc(S(=O)(=O)Nc2ccc(Cl)cc2)cc1NC(=O)c1cc2c(s1)CCCC2	-1.2	0.5	-15	-2	0.1
23	Cc1ccccc1Nc1c(-c2ccc(N3CCOCC3)cc2)nc2ncccn12	1.4	0.9	-16	33	-0.71
24	CSCC[C@H](NC(=O)OC(C)(C)C)C(=O)NCC1CCC(C(=O)O)CC1 (some centres undefined)	-0.1	0.5	-15	10	-0.18
25	CC1(C)CC(N(Cc2ccccc2)C(=O)Cc2ccccc2)CCO1 (centres undefined)	0.6	0.2	-16	11	-0.93
26	CCN(CC)C(=O)CSc1nc2ccccc2c(=O)n1CCC(=O)NCCc1ccc(OC)c(OC)c1	-0.3	0.6	-20	.	-1.3
27	CNC(=O)c1c(NC(=O)c2nc3ccccc3s2)sc2c1CCC2	1.1	0.5	-22	20	.
28	CCOCC(=O)Nc1cccc(OC)c1	0.2	0.2	-10[20 µM]	2	0.91
29	COc1cc(/C=N/NC(=S)NCCN2CCOCC2)ccc1O	-0.6	0.2	2	-2	-0.25
30	COc1ccccc1/C=C(\NC(=O)c1ccc(OC)c(OC)c1)C(=O)Nc1cc([N+](=O)[O-])ccc1C	2.5	0.9	-26	8	5.2*

nr	m-calpain inh	EBV gp42 inh	TbHK1 inh	thrombin 1536
21	6	2	-16	-6
22	-55	8	5	-11
23	-49	3	-19	2
24	-1	-10	-9	-5
25	6	5	3	-2
26	-26	-6	0	3
27	-113	-33	-9	1
28	12	-13	-1	1
29	-4	-5	-59	1
30	-54	-49	-7	2

One compound at a time, from the list above.
CCOCC(=O)Nc1cccc(OC)c1 as listed: TRPN1 ag = 0.2; TRPML3 ag = 0.2; Furin inh = -10[20 µM]; PPC-1+TRAIL kill = 2; Cl transport mod = 0.91; m-calpain inh = 12; EBV gp42 inh = -13; TbHK1 inh = -1; thrombin 1536 = 1
CC1(C)COC(c2cc([N+](=O)[O-])ccc2Cl)=N1 as listed: TRPN1 ag = -0.8; TRPML3 ag = 0.3; Furin inh = -13[20 µM]; PPC-1+TRAIL kill = 10; Cl transport mod = 0.018; m-calpain inh = -6; EBV gp42 inh = -7; TbHK1 inh = -11; thrombin 1536 = 2
CSCC[C@H](NC(=O)OC(C)(C)C)C(=O)NCC1CCC(C(=O)O)CC1 (some centres undefined) as listed: TRPN1 ag = -0.1; TRPML3 ag = 0.5; Furin inh = -15; PPC-1+TRAIL kill = 10; Cl transport mod = -0.18; m-calpain inh = -1; EBV gp42 inh = -10; TbHK1 inh = -9; thrombin 1536 = -5

Next entries:
nr	canonical_smiles	TRPN1 ag	TRPML3 ag	Furin inh	PPC-1+TRAIL kill	Cl transport mod
31	Cc1cc(C)c2c(CC(=O)Nc3ccc(Cl)cn3)coc2c1	-0.4	-0.8	-16[20 µM]	-7	-0.82
32	COC(=O)c1ccccc1NC(=O)CSc1nnnn1C1CCCCC1	-1.4	0.4	18[20 µM]	10	-0.91
33	CCOc1cc(C(c2c(C)[nH][nH]c2=O)c2c(C)[nH][nH]c2=O)ccc1O	-0.3	1.2	-27	11	0.036
34	COc1ccccc1C(=O)C1CCCN(C(=O)c2cccc(-n3cccn3)c2)C1 (centres undefined)	0.5	1.5	-17	18	-2
35	CCC(C)NC(=O)c1ccc2c(SCC(=O)O)c3c(nc2c1)CCCC3 (centres undefined)	-0.7	0.3	-16	9	0.16
36	CSc1nc(N)c2c(n1)OC(N)=C(C#N)C2c1cccnc1 (centres undefined)	-0.8	0.7	-15	22	-0.21
37	O=C(CN1C(=O)c2ccccc2S1(=O)=O)N1CCN(c2ccccc2F)CC1	0.5	0.5	-16	31	-0.56
38	O=S(=O)(/N=C(\Sc1ccccc1)c1ccccc1)c1ccc(Cl)cc1	-0.4	1.2	0[20 µM]	19	0.27
39	CCOc1ccc(C2N(c3cc(Cl)ccc3OC)C(=O)C3CCCN32)cc1OC (centres undefined)	0.5	0.6	-30	19	.
40	COc1ccc(CCn2nnnc2C(CC(C)C)N2CCC(C(N)=O)CC2)cc1OC (centres undefined)	0.2	0.1	-32	7	-0.032

nr	m-calpain inh	EBV gp42 inh	TbHK1 inh	thrombin 1536
31	-13	-20	-1	2
32	-5	-7	3	-5
33	-4	-28	-7	-3
34	-15	-11	-9	-6
35	5	-13	-5	-1
36	-11	-7	-5	-21
37	6	-21	-3	-2
38	10	-9	7	0
39	-4	-12	1	-3
40	22	0	-6	-8

(continued)
nr	canonical_smiles	TRPN1 ag	TRPML3 ag	Furin inh	PPC-1+TRAIL kill	Cl transport mod
41	CCOC(=O)/C=C/C(=O)Nc1cccc([N+](=O)[O-])c1	-0.2	0.9	-18	11	-0.17
42	Cc1c(Cl)cccc1NC(=O)CCCn1cnc([N+](=O)[O-])n1	0.1	0.0	-8	-2	0.62
43	O=C(Nc1cccc(F)c1)NC1(C(=O)N2CCN3CCCC3C2)CCCCC1 (centres undefined)	-1.4	1.0	-15[20 µM]	28	-1.1
44	N#Cc1c(Cl)nc(SCc2ccccc2)nc1-c1ccccc1	0.5	0.0	-33	4	-4.9*
45	Cc1cc(C)cc(-n2nnnc2SCC(=O)Nc2cccc(NC(=O)c3ccco3)c2)c1	0.5	0.6	-15	4	.
46	CCN(CC)CCCN=Cc1c(O)n(-c2c(C)cccc2C)c(=O)c2ccccc12	1.2	0.9	-9	-5	0.025
47	CCn1c(=O)c(=O)n(CC)c2cc(S(=O)(=O)Nc3cccc(OC)c3)ccc21	0.5	0.1	-24	4	-1.4
48	O=C(Nc1ccc2c(c1)OCO2)C(c1ccc(Cl)cc1)N1CCN(C(=O)c2ccco2)CC1 (centres undefined)	-0.2	1.2	23[20 µM]	25	-0.56
49	CCNC(=O)CC1C(=O)N(c2ccc(F)cc2)C(=O)N1Cc1cccs1 (centres undefined)	0.2	0.4	-14	3	1.5
50	CNC(=O)C(=O)NCCCN1CCOCC1	0.5	0.9	-17	8	0.35

nr	m-calpain inh	EBV gp42 inh	TbHK1 inh	thrombin 1536
41	-5	-37	-3	-6
42	27	-3	4	-16
43	0	-20	3	4
44	-18	-5	4	2
45	-22	-13	9	2
46	-8	-14	-19	-6
47	1	-1	-5	1
48	-32	-12	-1	-1
49	1	-19	-7	-6
50	-18	7	2	-3
